Screening results (PubChem)
E-sel TNF inh: E-selectin induction blockers in HUVEC – imaging, immunofluorescence, high content, primary screen; 120,000 tested, 0.71% active; inhibition, % at 2 µM; AID 1246, 2008; HUVEC TNFa-induced E-selectin immunofluorescence;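 active = inhibition above the batch mean plus 3 SD, and confirmed as a hit on visual image review, cut at about 43% in these data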;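 also: 0% = TNF-stimulated DMSO wells and 100% = unstimulated control wells; not every result past the cut was called active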
Yeast life ext: compounds extending yeast replicative lifespan, primary screen, S. cerevisiae, OD615. inhibition of the nicotinamide effect, % at 10 µM. S. cerevisiae growth with nicotinamide; deaD strain in restrictive glucose medium. 130,000 tested, 0.68% active;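 active = inhibition above a set limit, placed 3 SD over the median of all compounds, cut at about 26% in these data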;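 also: 0% = nicotinamide-treated wells and 100% = cells grown without nicotinamide; some compounds called inactive have numbers as strong as hits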
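Assay system: engineered S. cerevisiae DeaD replicative-lifespan strain, galactose-grown log-phase cells; medium: restrictive CSMM-D dextrose medium; also added: nicotinamide, 1.5 mM, co-present with compound; schedule: 48 h compound exposure at 30 °C, humidified; detection: absorbance at 615 nm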
PTEN del growth: growth suppression of PTEN-null HCT116, primary screen, cell-based, CellTiter-Glo; AID 827, 2007; viability, % at 10 µM; 140,000 tested, 1.2% active; HCT116 PTEN-null viability, 60 h; active compounds read low;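 active = viability at or below a set limit, 4 SD under the median of all tested compounds, cut at about 3.7% in these data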;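 also: PTEN knockout HCT116 line with beta catenin targeted HCT116 as companion control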
HCT116 bCat-KO: primary screen for growth suppressors in beta-catenin knockout HCT116 cells (colon tumor, human). HCT116 beta-catenin knockout viability, CellTiter-Glo, 60 h; active compounds read low. viability, % at 10 µM. 140,000 tested, 1.5% active;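 active = viability at or under a set limit, the compound median less 4 SD, cut at about 6% in these data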;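 also: 0% = Hyamine 1622 control at 20 µM and 100% = untreated cell control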
NPY-Y2 antag: NPY-Y2 receptor antagonists, primary screen, cell-based | 140,000 tested, 0.99% active | NPY-Y2 expressing cells, antagonist mode | inhibition, % at 2.7 µM | Neuropeptide Y receptor type 2 (Homo sapiens), P49146; in the data active = inhibition above about 17%;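 also: 0% = vehicle with agonist challenge and 100% = reference antagonist with challenge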
Target sequence (P49146 whole entry, looked up): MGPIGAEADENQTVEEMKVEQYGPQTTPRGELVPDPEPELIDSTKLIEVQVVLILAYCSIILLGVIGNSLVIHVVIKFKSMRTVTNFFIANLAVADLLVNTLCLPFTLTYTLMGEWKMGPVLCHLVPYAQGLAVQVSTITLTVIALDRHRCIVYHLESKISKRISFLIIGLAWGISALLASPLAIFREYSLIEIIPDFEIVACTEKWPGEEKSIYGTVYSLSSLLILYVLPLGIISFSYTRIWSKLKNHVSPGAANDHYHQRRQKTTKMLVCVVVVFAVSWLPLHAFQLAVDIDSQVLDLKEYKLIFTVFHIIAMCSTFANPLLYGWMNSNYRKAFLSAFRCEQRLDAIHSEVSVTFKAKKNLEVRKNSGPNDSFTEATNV
Measles CPE: compounds protecting cells from measles virus cytopathic effect, primary screen, measles RdRp inhibitor project, single point, MLSMR library, absorbance. 140,000 tested, 1.5% active. Measles virus-infected cells, CPE protection. protection (pct of control), % at 4 µM; in the data active = protection mostly above about 24%, no sharp cut-off; inactive = mostly below about 26%; also: some compounds called inactive have numbers as strong as hits
MRP-1 activ: H69AR viability gain despite doxorubicin, primary screen, MRP-1 activator project, H69AR cells, CellTiter-Glo. viability increase, % at 10 µM. viability rescue. 140,000 tested, 0.61% active;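 active = viability gain under doxorubicin at or above a set limit, the compound median plus 3 SD, cut at about 4.7% in these data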;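 also: MRP-1 overexpressing cells given doxorubicin 25 µM after compound pretreatment; 18-22 h compound pretreatment then 72 h with doxorubicin before readout; 0% = doxorubicin-only wells and 100% = vehicle-treated cells without doxorubicin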
Yeast growth inh: growth inhibitors of yeast BB579 in restrictive medium, primary screen, yeast lifespan-shortening project, S. cerevisiae. 140,000 tested, 0.51% active. OD615, 48 h. inhibition, % at 10 µM;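 active = inhibition above a set limit, 3 SD over the mean compound inhibition, cut at about 44% in these data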; also: inactives centre near -24
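Test system: S. cerevisiae DeaD strain BB579 yeast; Medium: restrictive CSMM-D medium; Compound: one dose, 10 µM compound with 0.25% DMSO; Incubation: 4 h cell preincubation, 48 h compound exposure, 30 °C humidified; Signal: OD at 615 nm; Benchmarks: amphotericin B at 10 µg/mL as positive control.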
GALR2 antag: GALR2 antagonists in receptor-expressing cells, primary screen; antagonist mode; inhibition, % at 4 µM; 140,000 tested, 0.39% active; AID 828, 2007; in the data active = inhibition above about 27%;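 also: cells stimulated with galanin 1-16 at roughly its EC80; 0% = agonist challenge control and 100% = basal control without agonist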
Target sequence (O43603 whole entry, looked up): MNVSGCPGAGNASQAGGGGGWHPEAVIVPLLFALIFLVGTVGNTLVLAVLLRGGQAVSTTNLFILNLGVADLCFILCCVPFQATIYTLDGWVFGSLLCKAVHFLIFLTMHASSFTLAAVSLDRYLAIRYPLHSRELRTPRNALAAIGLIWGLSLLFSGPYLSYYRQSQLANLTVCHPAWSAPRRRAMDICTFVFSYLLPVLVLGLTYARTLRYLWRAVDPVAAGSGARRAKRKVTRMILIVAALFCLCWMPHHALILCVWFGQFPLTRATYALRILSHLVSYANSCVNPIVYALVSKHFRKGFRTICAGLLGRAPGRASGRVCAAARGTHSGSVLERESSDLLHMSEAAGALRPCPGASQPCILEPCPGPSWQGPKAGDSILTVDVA
Phagocyt inh: inhibitors of macrophage phagocytosis, primary screen, imaging, J774A.1 cells, IgG beads | J774A.1 macrophage IgG-bead phagocytosis | inhibition, % at 5 µM | 110,000 tested, 0.07% active | AID 1029, 2008;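 active = inhibition above the mean of the plate negative controls plus 5 SD, cut at about 13% in these data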;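 also: phagocytic index as fraction of beads internalized from green versus red external bead signal; plate controls were DMSO negative control for no effect and cytochalasin-D positive control for full effect; some results beyond the cut were filed as inactive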
Active calls of the source: *; nt = no result given.

SMILES	E-sel TNF inh	Yeast life ext	PTEN del growth	HCT116 bCat-KO	NPY-Y2 antag	Measles CPE	MRP-1 activ	Yeast growth inh	GALR2 antag	Phagocyt inh
COc1ccc2c(c1)c(=O)oc1cc(OCC(=O)NC3CCCCC3)ccc12	-26	-7	80	95	2	7	-3.3	-19	-4	1
Cc1ccccc1Sc1c(C#N)c(-c2ccccc2)nn1C	-2	-7	76	75	4	1	-1.0	-7	-3	-2
CCOc1ccc2nc(N3C(=O)/C(=C/c4ccc(Cl)cc4)NC3=S)sc2c1	nt	14	35	49	1	14	-0.7	-32	-4	-10
Cc1sc2nc(SCC(=O)N(C)Cc3ccccc3)n(-c3ccccc3)c(=O)c2c1C	-14	-4	87	88	1	5	-0.7	-59	1	-2
Cc1cccc(NC(=O)c2ccccn2)c1C	0	-13	89	77	5	1	-0.5	-38	10	0
O=C(O)c1ccc(OCCn2ccnc2)cc1	nt	-19	88	88	1	2	-2.4	-1	16	2
Cc1ccc(S(=O)(=O)Nc2ccc3nc(-c4cccn4C)[nH]c3c2)cc1	-16	-8	87	91	2	7	-4.3	-9	-1	5
Cc1ccc(C(=O)c2ccccc2C(=O)OCC(=O)Nc2cccc([N+](=O)[O-])c2)cc1	4	-4	73	71	0	32	-3.5	-28	5	-5
C=CCNC(=S)N/N=C(\C)c1ccccn1	-7	-10	7	7	1	13	1.9	93*	0	3
CCOC(=O)c1cn(-c2ccc(F)c(F)c2F)c2c(F)c(F)c(F)cc2c1=O	0	-8	72	69	3	7	-1.4	-40	0	-1
O=C(COC(=O)c1cccc(NS(=O)(=O)c2ccc(F)c(F)c2)c1)NC(=O)NC1CCCC1	-11	0	82	85	-3	10	-0.4	3	0	nt
COc1ccc(CCN2C(=NC(=O)CCC(=O)O)SC3CS(=O)(=O)CC32)cc1 (centres undefined)	15	-32	113	107	4	3	0.1	-10	6	nt
C=CCN1C(=O)N(/C=C/C)c2cccc3cccc1c23	-1	-5	96	93	7	10	-1.2	-52	-5	0
CCCCNC(C(=O)Nc1ccc([N+](=O)[O-])cc1Br)c1ccccc1 (centres undefined)	nt	-1	98	85	3	4	-0.2	-7	14	1
O=C1OC(Nc2cc(Br)cc3cccnc23)c2ccccc21 (centres undefined)	nt	-7	93	88	3	7	-3.7	-24	0	-6
Cc1cc2ccccn2c1C(=O)c1ccncc1	-2	-11	97	110	-1	17	-3.0	-23	10	-1
Cc1ccc(Nc2nc(CSc3nnc(-c4ccncc4)n3C)cs2)cc1	nt	-1	66	64	1	7	1.0	-13	-1	1
CCc1cccc(CC)c1NC(=O)COC(=O)c1cccc(S(=O)(=O)N2CCc3ccccc3C2)c1	nt	12	69	72	6	4	-3.8	-40	-3	-5
COc1ccc(/C=N/NC(=O)Cn2cnc3ccccc3c2=O)cc1	nt	-2	109	99	3	6	-0.4	-10	4	nt
O=C(NCc1ccccn1)Nc1ccc2c(c1)OCO2	-20	-4	103	101	4	9	-1.2	-33	4	-4
CC(=O)Nc1ccc2c(c1)c1ccccc1n2C(C)=O	nt	-4	95	72	-4	2	-3.5	-5	-2	-7
CN(C(=O)c1cccc(COc2ccc(Cl)cc2Cl)c1)c1ccccc1	-13	1	79	66	3	8	-1.6	-29	-7	-3
Cn1c(=O)c2c(nc(CN3CCN(C(=O)c4ccco4)CC3)n2CCc2ccccc2)n(C)c1=O	nt	5	83	86	-1	29	-2.2	-22	-1	-5
Cc1ccc(C(=O)OCc2nc(N)nc(Nc3ccccc3C)n2)cc1	nt	-4	85	88	10	7	-1.4	-35	0	-8
COC(=O)c1ccccc1NC(=O)c1sc(=S)n(C)c1N	nt	-11	83	85	4	9	-3.6	6	-2	-1
COc1ccc(NC(=O)c2cc(S(=O)(=O)N3CCS(=O)(=O)CC3)ccc2Cl)cc1	28	-13	92	87	-1	6	-0.2	-44	0	nt
COC(=O)CN(c1nc(C)c(Br)c(OC)n1)S(=O)(=O)c1ccc(C)cc1	-18	-10	67	66	7	3	0.0	-34	17	2
O=C(Nc1ccc(Cl)c(Cl)c1)N1CCSCC1	-3	nt	82	93	-1	10	0.5	-24	6	nt
CCc1nnc(SCC(=O)NC2CCCCC2)nc1CC	-14	-9	104	86	1	4	0.0	-22	7	nt
O=C(COc1ccccc1Cl)NC(=S)N1CCc2ccccc21	-40	-24	92	91	2	13	-3.3	-76	10	nt
Cc1ccccc1N1OC2C(=O)N(c3ccc(F)cc3)C(=O)C2C1c1ccccn1 (centres undefined)	-9	-1	101	93	2	24	0.9	-51	-5	nt
O=C(c1ccc(Cl)cc1)[C@@H]1[C@@H]2C(=O)N(c3ccc(Cl)cc3)C(=O)[C@@H]2C2c3ccccc3C=NN21 (some centres undefined)	nt	5	74	71	6	7	-1.8	-29	2	-4
CC1CC2=C(CC1/C=N/NC(N)=S)C(C)(C)CCC2 (centres undefined)	3	-2	54	44	6	13	-2.4	-38	-4	0
CC(NC(=O)Cc1ccccc1)c1ccc(F)cc1 (centres undefined)	-2	10	99	98	-2	8	-2.0	-1	2	0
Cc1ccc(C(c2sc3nc(C)nn3c2O)N2CCN(c3ccccc3)CC2)cc1 (centres undefined)	nt	-4	84	105	0	4	0.2	-30	-3	-1
COC(=O)c1ccc(NC(=O)CSCc2ccccc2)cc1	9	-17	103	101	2	3	-0.6	5	2	0
Cc1cc(C)c(C(N)=O)c(NCCc2ccccc2)n1	-2	-18	105	100	0	13	-2.1	-14	-3	-5
CCCCCCn1c(N2CCC(C(N)=O)CC2)nc2c1c(=O)n(C)c(=O)n2C	0	-13	94	106	3	3	-0.1	31	-15	3
Cc1ccc(C)c(N2CCN(C(=O)CN(C)S(=O)(=O)c3cnc[nH]3)CC2)c1	nt	-4	94	94	4	5	-0.6	-73	-21	2
COC(=O)Nc1nnc(CCc2ccccc2)s1	6	-16	89	95	1	37	-1.4	-46	-1	2

3 compounds from above, sorted by number of heavy atoms, lowest first.
SMILES	E-sel TNF inh	Yeast life ext	PTEN del growth	HCT116 bCat-KO	NPY-Y2 antag	Measles CPE	MRP-1 activ	Yeast growth inh	GALR2 antag	Phagocyt inh
COC(=O)Nc1nnc(CCc2ccccc2)s1	6	-16	89	95	1	37	-1.4	-46	-1	2
O=C(c1ccc(Cl)cc1)[C@@H]1[C@@H]2C(=O)N(c3ccc(Cl)cc3)C(=O)[C@@H]2C2c3ccccc3C=NN21 (some centres undefined)	nt	5	74	71	6	7	-1.8	-29	2	-4
CCc1cccc(CC)c1NC(=O)COC(=O)c1cccc(S(=O)(=O)N2CCc3ccccc3C2)c1	nt	12	69	72	6	4	-3.8	-40	-3	-5

New compounds follow.
SMILES	E-sel TNF inh	Yeast life ext	PTEN del growth	HCT116 bCat-KO	NPY-Y2 antag	Measles CPE	MRP-1 activ	Yeast growth inh	GALR2 antag	Phagocyt inh
CCOC(=O)c1ccccc1Cc1nc2ccccc2c(=O)[nH]1	nt	0	86	90	4	12	-2.6	0	-3	-4
CCn1c(NC(=O)c2ccc(C)cc2)c2ccccc2nc1=O	nt	1	106	98	1	8	-2.6	8	-8	-1
Cc1ccc(C2CC(=O)N(c3ccc(F)cc3)C3=C2C(=O)CCC3)cc1 (centres undefined)	100*	-1	107	99	2	3	-1.1	-37	5	0
N#Cc1c(-c2ccccc2)cc(C2CC2)nc1SCC(=O)O	13	12	106	93	3	9	1.2	-13	-14	-5
CCOc1cc(C2C(C(=O)OCC(C)C)=C(C)N=C3SCCC(=O)N32)ccc1OC(C)=O (centres undefined)	nt	0	89	92	0	11	-1.4	5	-5	2
Cc1ccc(N(CC(=O)NC2CCCC2)C(=O)CCCC(=O)Nc2ccccn2)cc1C	-8	-5	94	108	3	7	-1.2	-37	-2	-1
CCN(CC)C1=N/C(=C\c2ccco2)C(=O)N1c1ccccc1	nt	-1	92	88	1	4	-2.3	-30	18	-3
CCOc1ccc(CCNC(=O)c2nnc(Cc3ccc(F)cc3)o2)cc1OCC	-21	1	102	102	2	15	0.5	-17	-5	nt
COc1cc2nc(SCC(=O)c3ccc(Br)cc3)n3nc(C)nc3c2cc1OC	-8	6	77	82	0	13	-3.5	-58	-5	-3
CCOC(=O)c1[nH]c2ccccc2c1NC(=O)CCN1CCN(C(=O)OCC)CC1	17	-14	84	74	2	1	-4.3	-36	0	-1
Cc1c(Cl)c(-c2n[nH]c(=S)n2-c2ccc(F)cc2)nn1C	-18	-8	109	117	3	18	1.1	-49	12	1
COc1ccc(C2CC(c3cccc(Cl)c3)n3nc(N)nc3N2)cc1 (centres undefined)	-9	-10	86	83	2	17	0.3	-51	10	-1
COc1ccc(CNCC(O)(c2ccccc2)c2ccc(Cl)cc2)cc1 (centres undefined)	nt	-11	24	21	11	3	-5.3	-52	-2	-1
CCn1c(SCc2nc(-c3ccc(Cl)cc3)no2)nnc1-c1ccco1	-12	-19	85	75	5	9	-0.2	-11	-1	nt
Cc1ccc(-n2c(SCC(=O)NCc3ccco3)nc3c(sc4ccccc43)c2=O)cc1	nt	0	66	69	8	13	-2.2	-2	6	-2
O=C(CSc1nnc(COc2cccc3ccccc23)o1)N1c2ccccc2CCc2ccccc21	10	-12	63	74	-3	6	-2.0	-41	-14	-2
COc1ccc(S(=O)(=O)N(CC(=O)N2CCOCC2)Cc2ccccc2)cc1C	8	-1	95	93	1	4	0.3	-24	1	4
CCOC(=O)C1=C(CN2c3ccccc3CC2C)NC(=O)NC1c1ccccc1 (centres undefined)	-7	-1	75	80	3	5	-0.2	-59	5	3
CCc1ccc(NC(=O)CC2C(=O)Nc3c2c(=O)n(C)c(=O)n3C)cc1 (centres undefined)	-1	-10	86	90	4	6	-0.7	-15	7	nt
COc1cc(S(=O)(=O)N2CCOCC2)ccc1F	0	1	98	88	1	23	-1.1	5	-4	-1
COC(=O)c1ccc(-n2c(C)cc(/C=N/n3cnnc3)c2C)cc1	nt	-3	101	99	3	11	-0.5	-31	5	-4
O=C1CSC2=NCN(c3ccc4c(c3)OCO4)CN12	-26	-1	83	85	0	5	2.6	-11	-2	-1
O=[N+]([O-])c1ccc(-c2nc3ccc([N+](=O)[O-])cc3[nH]2)cc1	17	-19	5	15	-1	8	-4.8	-38	5	nt
Cc1ccccc1NC(=O)C1CCCN1/C=C/C(=O)C(F)(F)F (centres undefined)	-38	3	101	89	0	38	-0.8	-19	-14	-10
CC(C)(C)C(C(Oc1ccc(Cl)cc1)n1cncn1)n1nnnc1C(c1cccc(Cl)c1)N1CCCCC1 (centres undefined)	-9	nt	15	5.7*	5	27	-7.2	-63	-16	nt
O=C(Oc1oc(-c2ccco2)nc1C=Nc1ccc(Cl)cc1)c1ccco1	-8	-19	97	76	4	20	-3.6	-46	-2	nt
Cc1cc(NC(=O)c2cccc3ccccc23)cc(C)c1OCC(=O)N1CCOCC1	22	-12	97	97	2	3	-0.5	-39	-4	-2
CCN(CCO)Cc1cc(=O)oc2c(C)c(C)ccc12	15	9	88	90	2	15	-4.1	-15	8	1
